Cardio protect: myocardial damage modulation in H9c2 cells; H9c2 cardiomyocytes, H2O2 injury protection, ATPLite, 2 h; 360,000 compounds, 0.63% hits; protection from H2O2 cell death, % at 20 µM;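 active means compounds giving at least 50% protection of heart cells from peroxide-induced death in the single-dose screen, raw or plate-pattern-corrected value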;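 further: 0% = DMSO wells with peroxide and 100% = DMSO wells without peroxide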
m5-HT2A agonist: activates the mouse 5-HT2A serotonin receptor | 360,000 compounds, 0.66% hits | activation, % at 7.6 µM | P35363 | AID 624169 | CHO-K1 mHTR2A beta-arrestin complementation, luminescence; percent of 30 µM serotonin response;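 active means activation above a run cutoff, the mean activation of all tested compounds plus 3 SD, cut at about 14% in these data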;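 further: 0% = plate median of compound wells and 100% = 30 µM serotonin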
CaV13 ICDI inh: Disruptors of the CACNA1D IQ motif to Ca2+-dependent inactivation inhibitor domain association, primary screening, Förster resonance energy transfer in intact living … | AID 743397 | HEK cells, CFP/YFP FRET ICDI-IQ, plate reader, 10 min; percent FRET-ratio fall versus neutral wells | 340,000 compounds, 0.098% hits | inhibition, % at 12.3 µM;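 active means mean replicate inhibition of at least 30% and at least 1% of replicates passing that level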;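 further: 0% = median of the neutral control wells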
Shn3 3UTR inh: inhibitors of Schnurri-3 3'UTR reporter in osteoblasts. Clone20 osteoblast Shn3 3'UTR firefly luciferase, 24 h. inhibition, % at 12.5 µM. 360,000 compounds, 0.52% hits. AID 588674;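 active means mean inhibition of at least 75% with every replicate also reaching 75%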;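 further: 0% = median of neutral control wells and 100% = pilot-screen positive control compound; some compounds past the cut are filed as inactive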
TRPM1 prom inh: reduces MITF-dependent TRPM1 promoter luciferase signal; SK-MEL-5 TRPM1 promoter luciferase, 24 h; inhibition, % at 12.5 µM; 330,000 compounds, 0.83% hits;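 active means mean inhibition across replicates of 60% or more, whatever share of single replicates reaches that level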; further: values of inactives mirror those of a sister screen read the other way
HIF-2a inh: blocks HIF-2a reporter activity; 786-0 RCC cells HIF-2a reporter, luciferase luminescence, overnight; inhibition, % at 18.8 µM; 360,000 compounds, 0.72% hits;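 active means inhibition of the luminescence signal of 40% or more relative to plate controls, in a single-dose primary screen at 18.75 µM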
NR2E3 ag-1: NR2E3 (human) agonism. AID 2300. GST-NR2E3/biotin-RetCOR TR-FRET, 1536-well. Q9Y5X4. inhibition of corepressor binding, % at 4.78 µM. 320,000 compounds, 0.12% hits;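 active means percent inhibition above the cutoff of mean plus 3 SD of all tested compounds, set per screening campaign, cut at about 20% in these data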;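 further: 0% = DMSO wells and 100% = biotin wells as full block of FRET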
Target sequence (Q9Y5X4 whole entry, looked up): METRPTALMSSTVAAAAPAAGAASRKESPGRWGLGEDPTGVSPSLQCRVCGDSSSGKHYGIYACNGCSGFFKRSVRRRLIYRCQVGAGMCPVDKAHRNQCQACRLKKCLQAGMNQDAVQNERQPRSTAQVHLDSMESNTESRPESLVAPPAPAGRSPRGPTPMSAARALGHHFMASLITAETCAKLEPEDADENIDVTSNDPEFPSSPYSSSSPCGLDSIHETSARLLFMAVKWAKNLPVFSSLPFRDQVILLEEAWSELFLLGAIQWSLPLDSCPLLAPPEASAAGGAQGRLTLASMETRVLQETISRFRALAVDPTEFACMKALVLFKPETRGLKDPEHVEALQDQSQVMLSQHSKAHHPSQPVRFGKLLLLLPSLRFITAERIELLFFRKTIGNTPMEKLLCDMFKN
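Test system – NR2E3–RetCOR corepressor complex · Quantity – NR2E3 fusion 1.35 nM · Buffer or medium – Tris pH 7.5 · Incubation – Compound–protein incubation for 5 h at 4 °C · Technique – TR-FRET, Eu(K)-anti-GST donor, streptavidin-D2 acceptor, ex 340, em 617/671 nm · Evaluation – percent inhibition of 671/617 nm emission ratio versus biotin and DMSO controls · Plate – 1536-well format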
NR2E3 ag-2: activates human NR2E3 receptor; AID 602229; Q9Y5X4; 360,000 compounds, 0.35% hits; inhibition of corepressor binding, % at 3.98 µM; CHO-S Gal4-NCOR/VP16-NR2E3 two-hybrid, luciferase;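 active means inhibition above the mean of all tested compounds plus 3 SD, cut at about 70% in these data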;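 further: 0% = DMSO with NR2E3 transfected cells and 100% = cells lacking NR2E3 construct; higher means lower luciferase signal from less NR2E3 corepressor binding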
iPSC survival up: enhancers of human iPSC single-cell survival; survival enhancement, % at 20 µM; AID 602274; 360,000 compounds, 0.044% hits; hiPSC single-cell survival, ATPlite luminescence; 100% = ROCK inhibitor wells, 0% = DMSO; in the data active means survival enhancement above about 18%;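 further: cells exposed to compounds for 16 hours before the ATP read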
Peg3 prom inh: Peg3 promoter activity inhibition | inhibition, % at 20 µM | AID 588405 | HeLa PEG-Prom luciferase reporter, luminescence, overnight | 360,000 compounds, 1.7% hits;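 active means inhibition of at least 50% at 20 µM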
PDI turbidity: PDI (human) enzyme inhibition; inhibition, % at 10 µM; AID 588391; PDI insulin aggregation turbidity, A650, 90 min; 350,000 compounds, 0.052% hits; P07237;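 active means mean inhibition across replicates of 30% or more, whatever share of single replicates reach that level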;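 further: absorbance from insulin aggregation driven by PDI reduction with DTT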
Target sequence (P07237 whole entry, looked up): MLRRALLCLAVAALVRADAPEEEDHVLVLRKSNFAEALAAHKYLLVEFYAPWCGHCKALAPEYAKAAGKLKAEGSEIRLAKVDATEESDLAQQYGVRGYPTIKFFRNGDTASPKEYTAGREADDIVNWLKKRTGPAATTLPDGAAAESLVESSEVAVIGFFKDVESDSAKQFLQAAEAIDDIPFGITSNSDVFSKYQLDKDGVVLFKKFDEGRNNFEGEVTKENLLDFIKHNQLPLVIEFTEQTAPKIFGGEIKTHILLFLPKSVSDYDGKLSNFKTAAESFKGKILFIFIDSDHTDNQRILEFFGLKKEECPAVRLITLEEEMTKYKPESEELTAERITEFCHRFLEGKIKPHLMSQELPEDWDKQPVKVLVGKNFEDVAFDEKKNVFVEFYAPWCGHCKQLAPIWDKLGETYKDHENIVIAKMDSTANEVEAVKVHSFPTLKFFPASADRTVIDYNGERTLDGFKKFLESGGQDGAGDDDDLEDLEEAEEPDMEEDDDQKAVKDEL
The depositor's hits bear a star; nt = no result given.

SMILES	Cardio protect	m5-HT2A agonist	CaV13 ICDI inh	Shn3 3UTR inh	TRPM1 prom inh	HIF-2a inh	NR2E3 ag-1	NR2E3 ag-2	iPSC survival up	Peg3 prom inh	PDI turbidity
CC(=O)N1CCCc2cc(S(=O)(=O)N3CCCC(C)C3)ccc21 (stereo unspecified)	-1.5	-4.9	-1.8	-20.8	0.8	8.9	-0.8	3.5	0.8	-1.6	-8.2
CCOC(=O)Cn1c(=O)oc2cc(S(=O)(=O)N(C)Cc3ccccc3)ccc21	-5.1	1.9	-6.1	-4.6	1.0	13.2	3.5	-6.7	-0.8	14.2	0.4
Cc1ccc(NC(=O)c2sccc2C)cc1S(=O)(=O)N(C)C	-2.5	0.8	-4.4	-27.7	-22.2	-60.7	-1.8	0.2	-0.6	-11.9	14.7
CS(=O)(=O)N(CC(=O)N1CCCC1)c1ccc2c(c1)OCCO2	4.9	2.1	-7.3	-14.3	3.9	14.8	1.6	-1.9	-1.4	3.4	-1.1
O=C(O)C1[C@H]2C(=O)N(Cc3cccs3)C[C@]23C=C[C@H]1O3 (stereo partly specified)	5.7	-0.5	-5.1	-8.5	10.1	6.3	-1.5	15.1	4.3	4.7	10.3
CCOC(=O)c1sc(NC(=O)CCN2CCN(C)CC2)c(C(=O)OCC)c1C	-9.9	-4.4	-2.3	-10.5	29.2	-16.6	-1.3	-7.2	-0.6	83.6*	7.5
CCc1nc2c(OCC(N)=O)cccn2c1N(C)C(=O)c1cccs1	18.8	2.0	-8.1	1.5	nt	2.9	nt	-11.9	-1.2	-8.0	9.1
CC(=O)Cc1nsc(NC(=O)c2ccc(COc3ccccc3Cl)o2)n1	-3.3	-0.3	-3.4	1.6	-10.4	7.4	-4.1	3.2	1.2	-2.8	-7.1
COC(=O)C1=C(C)N(CC2CC2)C(=NCc2cc(OC)c(OC)c(OC)c2)N[C@H]1c1ccccc1	2.3	1.5	nt	2.5	-12.1	2.2	3.1	11.2	-0.1	-6.2	3.1
Cc1ccc2[nH]cc(CCNS(=O)(=O)c3ccc(F)cc3)c2c1	5.0	4.7	4.1	24.3	-3.3	5.7	nt	2.5	0.0	18.0	0.7
CCCNC(=O)CCC(=O)Nc1ncc(-c2ccc(C)cc2)n1C	-16.6	-5.5	-5.3	-19.0	-7.3	8.6	-0.8	-2.2	-1.3	15.7	1.5
COCC(=O)Nc1cc(C(=O)NCC(C)C)ccc1Cl	-4.6	10.4	-3.2	-23.3	-2.2	8.2	-1.3	4.3	-1.2	8.1	-1.2
COc1cc(OC)cc(C(=O)NCCCCNC(=O)c2cc(OC)cc(OC)c2)c1	2.1	-0.9	-4.5	-8.0	nt	19.4	0.3	-19.9	-0.6	7.7	1.7
CCn1c(CC(=O)Nc2ccccc2C)nnc1SCC(=O)NC1CCCC1	1.3	7.5	-3.4	1.0	-1.2	8.8	4.4	-1.9	-0.7	14.7	-1.6
Cc1cc(C)n2c(Nc3ccc4c(c3)OCCO4)c(-c3ccccc3)nc2n1	7.2	-0.9	-6.0	-24.2	2.7	-20.4	5.3	-6.8	0.6	-28.2	5.8
CCn1c(=O)c(C(=O)NC(C)C)c(O)c2ccccc21	-5.7	5.2	-5.0	-5.0	-2.6	13.8	1.9	-4.5	-0.5	3.1	-0.9
COc1ccc(Nc2ncc(C#N)c(N)n2)c(OC)c1	-4.6	1.9	-1.4	-25.4	-16.7	-67.2	-1.9	5.8	-0.2	-44.1	-1.2
COc1ccccc1NC(=O)N[C@@H](Cc1c[nH]c2ccccc12)C(=O)NN	0.0	1.4	-2.3	3.4	8.2	16.7	nt	4.1	-0.5	7.8	-2.3
COc1ccc(CC(C)N2CCN(Cc3ccccc3)CC2)cc1OC (stereo unspecified)	11.7	0.5	nt	-3.8	3.8	24.0	1.6	3.6	-0.1	14.0	2.1
COc1ccc2cc(C(=O)c3ccccc3)c(=O)oc2c1	-11.5	0.7	-6.6	-40.8	-65.6	-239.7	0.8	-71.8	-0.2	-187.5	-4.3
OC(CNCCc1ccc(Cl)cc1)COCc1ccco1 (stereo unspecified)	-2.1	-3.4	-5.3	-18.1	4.4	5.9	0.4	-20.9	5.9	5.2	13.3
Cc1cc(C(=O)OCC(=O)NCc2ccc(F)cc2)c2ccccc2n1	-11.1	-8.2	-2.3	-41.4	4.5	7.2	2.0	-10.8	0.4	-1.8	-3.7
CCCCn1c(N)c(N(CC)C(=O)c2cccc(S(=O)(=O)N3CCCc4ccccc43)c2)c(=O)[nH]c1=O	-2.6	-3.9	-5.7	-3.8	-9.8	13.2	3.5	-19.8	1.4	-1.4	8.0
COc1ccccc1N1CCN(S(=O)(=O)CCNC(=O)c2ccc(Br)o2)CC1	0.6	1.2	-7.1	4.7	0.3	5.6	-1.1	3.2	-0.4	-8.8	3.6
CCCc1cc(=O)oc2c3c(cc(OCC(=O)NCc4ccncc4)c12)OC(C)(C)CC3	17.4	-1.9	nt	-3.2	17.6	-6.7	0.0	-18.9	2.7	21.8	nt

Following part:
SMILES	Cardio protect	m5-HT2A agonist	CaV13 ICDI inh	Shn3 3UTR inh	TRPM1 prom inh	HIF-2a inh	NR2E3 ag-1	NR2E3 ag-2	iPSC survival up	Peg3 prom inh	PDI turbidity
COc1ccc(NC(=O)COC(=O)COc2cccc3c2OC(C)(C)C3)cc1	-7.5	-1.3	-3.0	-2.2	9.3	3.9	-1.3	-3.3	-0.2	-12.2	-6.7
Cc1cc(S(=O)(=O)N2CCCC(N(C)CCc3ccccn3)C2)c(C)s1 (stereo unspecified)	3.3	-9.9	-6.6	-1.8	-0.1	16.2	-0.9	-43.1	-0.1	6.5	-3.7
Nc1ccc(S(=O)(=O)NC2(C(F)(F)F)NC(=O)N(c3ccc(F)cc3)C2=O)cc1 (stereo unspecified)	-0.4	-1.2	-3.0	5.7	-5.9	3.3	4.4	4.5	-0.4	3.0	5.5
Cn1c(=O)[nH]c(=O)c2c1ncn2CCCc1ccccc1	26.1	6.7	nt	-13.6	3.1	21.7	5.6	9.1	-1.2	12.5	-8.6
O=C(NCCc1c[nH]c2ccccc12)c1ccc2[nH]c(=O)c(=O)[nH]c2c1	2.6	-2.6	-1.7	5.4	2.0	16.1	3.2	-18.8	-0.4	-0.3	4.2
CC(C)c1c(C(=O)N/N=C/c2c[nH]c3ccccc23)nnn1-c1nonc1N	15.5	-4.8	-1.4	-12.9	9.4	12.2	12.2	22.6	-0.3	32.8	-1.4
CCOC(=O)CCC1(C(=O)OC)C(=O)CCCCCC=C1C(=O)OC (stereo unspecified)	3.0	1.4	-9.6	-17.6	nt	0.3	nt	16.7	3.7	21.1	4.2
CCOc1cc(C(=S)N2CCCC2)ccc1OCc1ccccc1	-6.9	-2.4	-19.0	-6.1	4.6	8.6	-0.8	-0.2	-0.1	12.4	-7.7
COc1ccc(C(CNC(=O)c2cccc(NS(=O)(=O)c3ccc(C)c(F)c3)c2)N2CCOCC2)cc1 (stereo unspecified)	-3.2	0.6	-5.8	18.6	3.2	0.5	-1.6	-4.6	-0.5	12.6	-1.6
O=c1[nH]cc(CCCc2ccccc2)c(=O)[nH]1	2.5	0.5	-7.3	-5.8	nt	6.4	nt	20.3	2.9	13.4	-10.7
Cc1c(Cl)cccc1NC(=S)N(Cc1ccco1)C(C)c1ccccn1 (stereo unspecified)	-8.6	-4.3	-6.3	20.4	2.7	11.4	-2.0	-36.1	2.1	8.2	-7.3
Cc1nnc(SC(C)C(=O)Nc2ccc3ccccc3c2)n1C (stereo unspecified)	2.8	2.6	-1.7	2.0	12.3	13.4	3.1	-4.4	0.3	-2.7	0.2
COc1ccc(NC(=S)N2N=CCC2c2ccccc2)cc1 (stereo unspecified)	-15.2	-3.7	-8.4	-74.3	-90.0	-176.7	0.0	-154.8	-1.7	-195.1	5.3
COc1ccc(-c2csc(/C=C/c3ccc4c(c3)OCO4)n2)cc1OC	-8.2	2.5	-15.6	-22.0	-9.2	-44.3	0.7	-17.1	0.2	-25.6	-6.6
COc1ccc(CNC(=O)CCCN2C(=O)c3ccccc3C2=O)cc1	2.4	4.0	-5.4	-3.9	1.4	9.2	2.7	6.0	1.1	-9.5	0.4
O=C(Nc1ccc2c(c1)OCO2)c1ccc2nc([C@@H]3O[C@H](CO)[C@H](O)[C@H](O)[C@H]3O)[nH]c2c1	1.0	0.4	-8.8	14.0	nt	11.9	nt	-5.4	-0.1	3.9	-17.3
OCCNc1ncnc2ccc(Br)cc12	9.8	8.9	-5.4	23.3	4.5	23.7	3.3	-7.4	-2.0	18.6	-1.7
CC1C(=O)CC(c2ccccc2)N(C)C1c1ccccc1 (stereo unspecified)	2.7	2.2	-5.9	5.0	0.3	7.1	-1.3	28.2	-2.2	3.0	-6.0
CCCN1CCC(NC(=O)Nc2ccc(Br)cc2)CC1	19.0	-2.9	-2.7	-17.1	-6.6	-43.4	3.6	9.0	-0.8	-13.2	-2.0
CS(=O)(=O)Nc1ccc(S(=O)(=O)NCCc2ccccc2)cc1	-0.2	0.6	-5.5	8.8	11.1	-10.1	-6.1	-14.2	-2.0	3.9	0.0
OCCC1CN(Cc2cccc(OC3CCCC3)c2)CCN1Cc1ccsc1 (stereo unspecified)	2.6	-18.0	-1.0	12.4	9.6	1.1	2.6	9.2	-0.3	18.8	-1.1
N#CN/C(=N\S(=O)(=O)c1ccccc1)c1ccccc1	-2.6	-0.7	-1.3	-4.3	-4.1	5.7	0.3	-6.8	-0.8	-0.9	-4.3
COc1cc(CNC2CCCCC2OC)cc(OC)c1OC (stereo unspecified)	3.0	-1.6	-5.0	3.4	-1.9	13.9	0.6	-26.5	-0.1	1.9	19.2

Three entries already listed, arranged by SMILES length, high to low.
SMILES	Cardio protect	m5-HT2A agonist	CaV13 ICDI inh	Shn3 3UTR inh	TRPM1 prom inh	HIF-2a inh	NR2E3 ag-1	NR2E3 ag-2	iPSC survival up	Peg3 prom inh	PDI turbidity
Cc1cc(S(=O)(=O)N2CCCC(N(C)CCc3ccccn3)C2)c(C)s1 (stereo unspecified)	3.3	-9.9	-6.6	-1.8	-0.1	16.2	-0.9	-43.1	-0.1	6.5	-3.7
OCCC1CN(Cc2cccc(OC3CCCC3)c2)CCN1Cc1ccsc1 (stereo unspecified)	2.6	-18.0	-1.0	12.4	9.6	1.1	2.6	9.2	-0.3	18.8	-1.1
CCOc1cc(C(=S)N2CCCC2)ccc1OCc1ccccc1	-6.9	-2.4	-19.0	-6.1	4.6	8.6	-0.8	-0.2	-0.1	12.4	-7.7

3 entries already listed, ordered by the value under HIF-2a inh, descending:
| canonical_smiles | HIF-2a inh |
| --- | --- |
| O=C(Nc1ccc2c(c1)OCO2)c1ccc2nc([C@@H]3O[C@H](CO)[C@H](O)[C@H](O)[C@H]3O)[nH]c2c1 | 11.9 |
| COc1ccc(CNC(=O)CCCN2C(=O)c3ccccc3C2=O)cc1 | 9.2 |
| O=c1[nH]cc(CCCc2ccccc2)c(=O)[nH]1 | 6.4 |

Screening data (PubChem)
